CHO parental Ca = ATP-evoked calcium signal inhibitors, parental CHO, primary screen, counter-screen for OX1R antagonist project, cell-based, fluorescence, Fluo-8 calcium dye. parental CHO-K1, ATP-induced calcium, Fluo-8 fluorescence. inhibition, % at 5.6 µM. hit rate 0.63% among 330,000. AID 463079, 2010;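 active = inhibition above that plate's mean sample inhibition plus 3 SD, cut at about 26% in these data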;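 note: 0% = ATP-challenged DMSO wells and 100% = DMSO wells without ATP; some compounds past the cut are filed as inactive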
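Test system: untransfected parental CHO cell line. Compound: one dose, 5.6 µM nominal. Detection: intracellular calcium via Fluo-8 no-wash fluorescent dye. Measure: % inhibition. Benchmarks: ATP-challenged DMSO wells low, unchallenged DMSO wells high.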
TAAR1 ag = human TAAR1 agonists, primary screen, Fluo-8 calcium fluorescence, CHO RD-HGA16 cells. vehicle wells 0%, saturating PEA agonist 100%. activation, % at 3 µM. hit rate 0.99% among 360,000;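 active = activation above the mean activation of all test compounds in the run plus 3 SD, cut at about 38% in these data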
Target sequence (Q96RJ0 whole entry, looked up): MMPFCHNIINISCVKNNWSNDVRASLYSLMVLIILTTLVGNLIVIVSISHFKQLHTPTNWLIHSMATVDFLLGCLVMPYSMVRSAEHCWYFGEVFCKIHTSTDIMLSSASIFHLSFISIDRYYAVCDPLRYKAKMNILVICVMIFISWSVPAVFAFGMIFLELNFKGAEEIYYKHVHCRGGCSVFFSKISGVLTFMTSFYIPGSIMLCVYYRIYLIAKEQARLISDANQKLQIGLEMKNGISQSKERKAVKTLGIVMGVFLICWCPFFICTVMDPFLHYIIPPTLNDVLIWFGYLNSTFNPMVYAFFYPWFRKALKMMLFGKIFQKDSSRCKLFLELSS
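Assay system: CHO-derived RD-HGA16 cells with stable Gα16 and human TAAR1; timing: 17-24 h seeding, 75 min 37 °C dye, 30 min RT; read-out: % activation from peak over basal fluorescence ratio, DMSO-to-PEA scaled; measured by: kinetic Fluo-8 calcium fluorescence; benchmarks: low control DMSO, high control PEA (EC100); doses: 3 µM single concentration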
TAAR1 antagonist = human TAAR1 antagonists, primary screen, Fluo-8 calcium fluorescence, CHO RD-HGA16 cells | Trace amine-associated receptor 1 (Homo sapiens), Q96RJ0 | antagonist | inhibition, % at 3 µM | hit rate 1.5% among 360,000;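 active = inhibition above a per-plate cutoff, the mean inhibition of test compounds on that plate plus 3 SD, cut at about 49% in these data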;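 note: 0% = DMSO plus EC80 beta-PEA response and 100% = DMSO alone without agonist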
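Test system – hTAAR1-expressing CHO RD-HGA16 cells, Gα16-coupled · Also added – β-PEA at EC80 concentration, post-compound challenge · Compound – 3 µM, single point · Incubation – dye loading 75 min at 37 °C, then 30 min room temperature · Measured by – Fluo-8 intracellular calcium dye fluorescence, real-time kinetic reads · Benchmarks – vehicle and agonist controls · Replicates – singlicate, one well per test compound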
CHO-K1 Ca antag = nonselective inhibitor or artifact in parental CHO-K1 cells | ATP-induced calcium, Fluo-8 fluorescence | inhibition, % at 3 µM | hit rate 0.6% among 360,000 | AID 602250;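 active = inhibition above a per-plate cutoff, the plate's mean sample inhibition plus 3 SD, cut at about 24% in these data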;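 note: 0% = DMSO plus EC80 ATP and 100% = DMSO alone without ATP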
M1 ag parental = counter-screen for M1 agonists: effect in parental CHO-K1 cells. Fluo-8 calcium fluorescence; scaled to maximal ATP response, vehicle zero. activation, % at 3 µM. hit rate 0.48% among 360,000. AID 602248, 2012; in the data active = activation above about 15%;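 note: untransfected CHO-K1 host cells lacking M1 receptor as counterscreen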
OXTR potentiate = human OXTR potentiators, primary screen, fluorescence, CHO-OTR cells, Fluo-8 calcium | Fluo-8 calcium fluorescence, potentiator mode; 0% = oxytocin EC15, 100% = EC100 | activation, % at 3 µM | hit rate 0.061% among 320,000 | AID 2445, 2010 | Oxytocin receptor (Homo sapiens), P30559;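 active = activation above that plate's cutoff, the mean activation of tested compounds plus 3 SD, cut at about 6.6% in these data, passing the limit was not always enough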;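 note: 100% uses oxytocin at 75 nM as the full agonist control; some results filed as inactive read as strong as hits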
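Assay system: CHO cell line stably expressing human OTR | Also added: Oxytocin at about EC15, sub-maximal agonist stimulus | Times: Compound 6 min at room temperature before oxytocin, 100 s read | Measured by: Fluo-8 intracellular calcium fluorescence, ex 470-495, em 515-575 nm | Controls: EC15 oxytocin alone as 0%, 75 nM oxytocin as 100%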
V1aR counter = agonists of human V1a receptor, primary screen, counter-screen for OXTR agonist project, fluorescence, CHO-V1R cells | Vasopressin V1a receptor (Homo sapiens), P37288 | hit rate 0.25% among 320,000 | Fluo-8 calcium fluorescence, agonist mode; 0% DMSO, 100% 3 nM vasopressin | activation, % at 3 µM;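 active = activation above the mean activation of all tested compounds plus 3 SD, per screening run, cut at about 20% in these data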;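 note: signal is peak over basal fluorescence ratio across a 100 second FLIPR read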
M1 PAM parental = nonselective calcium activators in parental CHO-K1 cells, primary screen, counter-screen for M1 PAM project, cell-based, Fluo-8 calcium fluorescence, full deck, 1536-well | ATP EC20; 0% at ATP EC20, 100% at ATP max | activation, % at 3 µM | hit rate 0.02% among 360,000;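 active = activation above the run cutoff, the mean activation of all test compounds plus 3 SD, cut at about 40% in these data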;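 note: peak over basal fluorescence ratio in a 140 s read after ATP addition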
M1 ag = human M1 muscarinic receptor agonists, primary screen, Fluo-8 calcium fluorescence, CHO-K1 cells, HTS; Muscarinic acetylcholine receptor M1 (Homo sapiens), P11229; CHO-K1 hM1, agonist mode; 0% DMSO, 100% acetylcholine EC100; activation, % at 3 µM; hit rate 0.33% among 360,000;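 active = activation above the run's mean compound activation plus 3 SD, cut at about 16% in these data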;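 note: peak over basal fluorescence ratio within a 140 s kinetic read after compound addition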
Target sequence (P11229 whole entry, looked up): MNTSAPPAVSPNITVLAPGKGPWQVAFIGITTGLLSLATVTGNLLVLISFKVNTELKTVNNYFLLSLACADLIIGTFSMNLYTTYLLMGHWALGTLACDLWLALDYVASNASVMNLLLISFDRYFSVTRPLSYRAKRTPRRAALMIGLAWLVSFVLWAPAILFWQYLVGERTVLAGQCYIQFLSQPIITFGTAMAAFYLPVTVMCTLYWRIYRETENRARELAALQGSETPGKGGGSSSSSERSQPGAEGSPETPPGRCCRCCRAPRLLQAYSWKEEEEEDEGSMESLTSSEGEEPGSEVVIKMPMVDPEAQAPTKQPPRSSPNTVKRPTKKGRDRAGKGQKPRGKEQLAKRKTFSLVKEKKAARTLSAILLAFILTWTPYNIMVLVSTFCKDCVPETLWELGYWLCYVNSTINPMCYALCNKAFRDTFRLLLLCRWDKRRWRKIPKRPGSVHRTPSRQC
* marks the source's active call; other numbers are inactive results; · = not tested or not shown. This is a random part of the collection, and some 3.3% of all compounds hit somewhere here.

Each structure is followed by: CHO parental Ca, TAAR1 ag, TAAR1 antagonist, CHO-K1 Ca antag, M1 ag parental, OXTR potentiate, V1aR counter, M1 PAM parental, M1 ag
1. CC(C)Cc1nc(Nc2ccc(S(=O)(=O)N3CCCC3)cc2)c2nnn(Cc3ccccc3)c2n1
→ -16, -1, -7, 16, 1.5, -4, 0.9, 0, -8
2. Cc1cnc(C(=O)OC(C)C(=O)Nc2cccc3ccccc23)cn1 (configuration not stated)
→ -8, 0, 9, -8, 0.7, -4, 0.3, 20, -4
3. CSc1ncccc1C(=O)NC1CC(C)(C)Cc2c1cnn2-c1ccccc1C (configuration not stated)
→ -24, 1, -10, -11, 2.1, 0, 0.1, 18, -4
4. O=C(CCCCC(=O)NCCCc1ccccc1)NCCCc1ccccc1
→ -18, 3, 8, -2, 1.3, -1, -0.3, -4, -3
5. C=CCOc1ccc(Cl)cc1CNC1CCCC1
→ -16, 0, -2, -9, 0.9, -6, 0.0, -1, -8
6. O=S(=O)(N/N=C\c1ccc2c(c1)OCO2)c1ccc(F)cc1
→ ·, 0, -29, -5, 0.4, ·, ·, -6, 0
7. O=c1cc(COc2ccc(Cl)c(Cl)c2)nc2sccn12
→ -2, 1, -2, -10, 1.2, -6, 1.1, 17, -3
8. CC(=O)C1C(c2ccccc2OC(F)F)NC(=O)NC1(O)C(F)(F)F (configuration not stated)
→ 3, 0, -3, 10, -0.2, -3, 0.4, -11, 1
9. O=C(NC1CCN(Cc2ccccc2)CC1)C(NS(=O)(=O)c1cccc2nsnc12)c1ccccc1 (configuration not stated)
→ -23, 2, 1, -15, -0.2, -8, 0.5, 15, -7
10. COc1ccc(/C(N)=N/OC(=O)Cc2cccs2)cc1OC
→ -17, 4, -15, -2, 0.0, 2, 0.6, 17, -3

(next part)
Each structure is followed by: CHO parental Ca, TAAR1 ag, TAAR1 antagonist, CHO-K1 Ca antag, M1 ag parental, OXTR potentiate, V1aR counter, M1 PAM parental, M1 ag
11. CC(=O)c1sc2c(c1N)c(=O)[nH]c(=O)n2-c1ccccc1
→ -2, 2, -5, -7, 1.5, -6, 1.2, 2, -3
12. Cc1ccc(S(=O)(=O)N(CC(=O)Nc2ccccc2C(=O)O)c2ccccc2C)cc1
→ 7, 4, 5, -5, 0.9, -9, 0.2, 24, -6
13. COCCN(C(=S)Nc1cc(C)cc(C)c1)C(C)c1cccnc1 (configuration not stated)
→ -3, -1, -4, -7, -0.3, -1, 0.6, 9, -5
14. O=C(NCc1ccncc1)[C@@H]1CCCN1C(=O)[C@H]1CCCN1C(=O)c1c(F)cccc1F
→ ·, 0, 9, -17, 0.6, ·, ·, 12, ·
15. Cc1cc(Br)ccc1NC(=O)CN(C)C(=O)C1CCN(C(=O)c2ccc(Cl)cc2)CC1
→ ·, 4, -8, -13, 1.4, ·, ·, 10, -7
16. CCOC(=O)C1C(=O)NC(N2CCN(c3ccccc3)CC2)=NC1c1ccccc1 (configuration not stated)
→ 3, 6, -17, -17, 0.0, -7, 0.2, 2, -4
17. O=C(COC(=O)c1cc[n+]([O-])cc1)NCc1ccccc1Cl
→ -7, 10, -8, -2, 0.5, -3, -0.6, 9, -1
18. NC(=O)c1ccc(/C=N/O)[n+](Cc2ccccc2)c1
→ -1, 1, -8, 1, 0.1, 4, 0.4, 3, -6
19. COc1ccc(C2CC(=O)c3c(O)cc(O)cc3O2)c(CC=C(C)C)c1OC (configuration not stated)
→ -19, -1, 14, -5, -0.2, 1, 0.1, 11, -6
20. Cc1ccc2c(c1)NC(=O)C(CC(=O)NCCN(CC(C)C)CC(C)C)O2 (configuration not stated)
→ -15, 1, -37, 0, 0.5, -13, 0.5, 16, -14

Other structures
Each structure is followed by: CHO parental Ca, TAAR1 ag, TAAR1 antagonist, CHO-K1 Ca antag, M1 ag parental, OXTR potentiate, V1aR counter, M1 PAM parental, M1 ag
21. Cc1ccc([N+](=O)[O-])cc1NC(=O)CN(C(=O)c1ccccc1Cl)C1CCCCC1
→ -24, 15, 6, -9, 3.0, -5, -0.5, -11, -6
22. CC(C)C[C@H]1CNC(=O)C(=O)N1C[C@H]1CCCN1C[C@H](CC(C)C)N1C[C@H](Cc2ccccc2)N(CC2CCCCC2)C(=O)C1=O
→ ·, 1, -15, -16, 0.7, ·, ·, 21, ·
23. COc1ccc(NC(C)=O)cc1S(=O)(=O)NC(Cc1ccccc1)C(=O)NCc1ccccc1C (configuration not stated)
→ -16, 5, 11, -13, 0.3, -11, 0.5, -9, -1
24. CCOC(=O)c1cc(C#N)c(SCC(=O)c2cc(C#N)c(SC)nc2C)[nH]c1=O
→ -17, 9, -27, 3, 0.1, 2, 2.2, -9, -2
25. CCCOc1ccc(N2C(=O)CC(NNC(=O)c3ccc(COc4ccccc4)o3)C2=O)cc1 (configuration not stated)
→ -7, 2, -6, -14, 0.1, -6, 1.3, 19, -4
26. O=C(CCc1nnc(CCCCc2ccccc2)o1)NCCN1CCCCC1=O
→ -10, 11, -2, -10, 1.0, -1, 0.9, 13, -2
27. Cc1cc(C)c2nc(SCC(=O)NCCC3=CCCCC3)cc(C)c2c1
→ -3, 10, -11, -8, 0.9, -3, 0.4, 18, -6
28. COc1ccc(C(=O)CN2C(=O)NC(C)(c3ccc(C)cc3)C2=O)cc1OC (configuration not stated)
→ 1, 60*, 7, 7, 5.1, -10, 18, 0, 16*
29. CCOc1ccccc1CN1CCNC(=O)C1CC(=O)N(C)Cc1nonc1C (configuration not stated)
→ ·, 3, -12, -2, 0.3, ·, ·, -4, -3
30. COc1ccc(CN2CCN(C3CCC3)CC2CCO)c(F)c1 (configuration not stated)
→ ·, -1, -2, -11, 0.0, ·, ·, 2, -7

2 of these compounds in a different format.
25. CCCOc1ccc(N2C(=O)CC(NNC(=O)c3ccc(COc4ccccc4)o3)C2=O)cc1 (configuration not stated)
26. O=C(CCc1nnc(CCCCc2ccccc2)o1)NCCN1CCCCC1=O
compound no.	25	26
CHO parental Ca	-7	-10
TAAR1 ag	2	11
TAAR1 antagonist	-6	-2
CHO-K1 Ca antag	-14	-10
M1 ag parental	0.1	1.0
OXTR potentiate	-6	-1
V1aR counter	1.3	0.9
M1 PAM parental	19	13
M1 ag	-4	-2

(next part)
Each structure is followed by: CHO parental Ca, TAAR1 ag, TAAR1 antagonist, CHO-K1 Ca antag, M1 ag parental, OXTR potentiate, V1aR counter, M1 PAM parental, M1 ag
31. CCOC(=O)NC(=O)c1cn(Nc2ccccc2C(F)(F)F)c(=O)[nH]c1=O
→ 0, 4, -25, -14, 0.2, -2, -0.2, 22, -2
32. O=C1CN(C(=O)Cn2ncc(Cl)c(Cl)c2=O)c2ccccc2N1
→ ·, -1, 0, -8, -0.7, ·, ·, 10, -5
33. O=C(NCc1cc([N+](=O)[O-])ccc1O)c1cccnc1Sc1ccccc1Cl
→ -13, 2, -2, -3, 4.8, -9, 6.5, 2, 14
34. C=CCNC(=O)c1onc(CSc2ccc(F)cc2)c1C(=O)NCC=C
→ 1, 11, 13, -11, -0.2, -11, 6.7, 18, -2
35. N#CCSc1nc(-c2ccccc2)cs1
→ -5, 17, 9, 0, -0.2, -6, -1.6, 6, -6
36. CC(OC(=O)c1ccc(F)c(S(=O)(=O)N2CCOCC2)c1)C(=O)NCC1CCCCC1 (configuration not stated)
→ -16, 16, -23, -2, 1.3, 2, 0.7, -8, 0
37. COC(=O)c1cc2c(=O)c3ccccc3oc2nc1/C=C/N(C)C
→ ·, 6, -13, -16, 0.9, ·, ·, 15, -4
38. Cc1noc(C)c1CSCC(=O)Nc1ccc(OC(F)F)c(Cl)c1
→ -12, 3, 19, 8, 6.8, -17, 5.7, 1, -1
39. CCN(Cc1ccccc1)Cc1cccc([N+](=O)[O-])c1
→ -17, 14, 25, -5, -0.5, -1, -0.8, 14, -9
40. O=C(NCCN1CCOCC1)c1ccc(Cl)c(S(=O)(=O)N2CCCCCC2)c1
→ -17, 7, -12, -9, 1.7, -25, 2.4, 21, -3

Other records.
Each structure is followed by: CHO parental Ca, TAAR1 ag, TAAR1 antagonist, CHO-K1 Ca antag, M1 ag parental, OXTR potentiate, V1aR counter, M1 PAM parental, M1 ag
41. Cc1ccc(NC(=O)CSc2nnc(CCC(=O)O)c(=O)[nH]2)cc1
→ -11, 1, -13, -13, 0.3, -2, 0.6, 18, -1
42. COc1ccc(C(=O)/C=C/C(=O)N(Cc2ccccc2OC)C(C(=O)NC2CCCCC2)c2ccncc2)c(O)c1 (configuration not stated)
→ -30, 5, 2, 6, 3.2, -11, -1.4, 15, -10
43. COc1ccc(N2CCN(CC(=O)c3ccccc3)CC2)cc1
→ -5, 3, -12, 3, 0.1, 0, 0.4, 6, -4
44. O=[N+]([O-])c1ccccc1N/N=C/c1cccc(O)c1O
→ 2, 2, 3, 11, 0.0, -1, 0.3, -7, -1
45. C#CCN(C(=O)C1CCC(=O)N(CCc2cccc(F)c2)C1)C1CCCCC1 (configuration not stated)
→ ·, 3, -6, -12, 0.5, ·, ·, 12, -7
46. CC1=C(C#N)C2C(/C1=N/O)C2(C)C (configuration not stated)
→ -1, 2, -13, 6, 0.1, -3, 0.7, -5, -6
47. COCCn1c(SCC(=O)N2CCCCCC2)nnc1-c1ccco1
→ -10, -1, -17, 8, -0.3, 1, 0.6, 3, -2
48. CCc1ccc(NC(=S)Nc2cccc3cnccc23)cc1
→ -7, -1, 2, -5, 2.3, -1, 0.8, 6, -8
49. Cc1nn(C)c(NC(=O)c2ccc(Cl)cc2)c1Cl
→ -13, 2, -5, -17, 1.0, -8, 0.4, 9, -5
50. Cc1ccc(C2CC(C(F)F)n3ncc(C(=O)Nc4cnn(Cc5ccccc5C)c4)c3N2)cc1 (configuration not stated)
→ -3, 6, -3, -9, 0.6, -7, 1.0, 14, -2
51. CCC(=O)NC(=S)NNC(=O)c1ccc([N+](=O)[O-])cc1
→ -4, -1, 11, -1, -0.1, -3, 0.3, 6, -6
52. Cc1ccc(NS(=O)(=O)c2ccc(NS(=O)(=O)c3cccs3)cc2)cc1
→ 13, 21, -2, -10, 0.6, -12, 4.5, -10, 1

Assay outcomes from PubChem BioAssay.
